# Bioassay records: PubChem BioAssay, National Center for Advancing Translational Sciences (NCATS)
# KDM5B inh: inhibitors of human KDM5B histone demethylase. Q9UGL1. KDM5B demethylase, FDH-coupled NADH fluorescence (FDH is formaldehyde dehydrogenase). Potency, µM (doses to about 57.7 µM), inactives show top-dose activity change, negative = inhibition, actives largely listed as inhibitors. 220,000 tested, 2.6% active. AID 1347165; active = well fitted inhibition curve with a large enough effect; inconclusive = small, poorly fitted or top-dose-only effect; inactive = no such curve, though single readings can be large or run the other way; note: 0% is about no effect; nearly all actives have a fitted effect of over 70% in size
# Target sequence (Q9UGL1 whole entry, looked up): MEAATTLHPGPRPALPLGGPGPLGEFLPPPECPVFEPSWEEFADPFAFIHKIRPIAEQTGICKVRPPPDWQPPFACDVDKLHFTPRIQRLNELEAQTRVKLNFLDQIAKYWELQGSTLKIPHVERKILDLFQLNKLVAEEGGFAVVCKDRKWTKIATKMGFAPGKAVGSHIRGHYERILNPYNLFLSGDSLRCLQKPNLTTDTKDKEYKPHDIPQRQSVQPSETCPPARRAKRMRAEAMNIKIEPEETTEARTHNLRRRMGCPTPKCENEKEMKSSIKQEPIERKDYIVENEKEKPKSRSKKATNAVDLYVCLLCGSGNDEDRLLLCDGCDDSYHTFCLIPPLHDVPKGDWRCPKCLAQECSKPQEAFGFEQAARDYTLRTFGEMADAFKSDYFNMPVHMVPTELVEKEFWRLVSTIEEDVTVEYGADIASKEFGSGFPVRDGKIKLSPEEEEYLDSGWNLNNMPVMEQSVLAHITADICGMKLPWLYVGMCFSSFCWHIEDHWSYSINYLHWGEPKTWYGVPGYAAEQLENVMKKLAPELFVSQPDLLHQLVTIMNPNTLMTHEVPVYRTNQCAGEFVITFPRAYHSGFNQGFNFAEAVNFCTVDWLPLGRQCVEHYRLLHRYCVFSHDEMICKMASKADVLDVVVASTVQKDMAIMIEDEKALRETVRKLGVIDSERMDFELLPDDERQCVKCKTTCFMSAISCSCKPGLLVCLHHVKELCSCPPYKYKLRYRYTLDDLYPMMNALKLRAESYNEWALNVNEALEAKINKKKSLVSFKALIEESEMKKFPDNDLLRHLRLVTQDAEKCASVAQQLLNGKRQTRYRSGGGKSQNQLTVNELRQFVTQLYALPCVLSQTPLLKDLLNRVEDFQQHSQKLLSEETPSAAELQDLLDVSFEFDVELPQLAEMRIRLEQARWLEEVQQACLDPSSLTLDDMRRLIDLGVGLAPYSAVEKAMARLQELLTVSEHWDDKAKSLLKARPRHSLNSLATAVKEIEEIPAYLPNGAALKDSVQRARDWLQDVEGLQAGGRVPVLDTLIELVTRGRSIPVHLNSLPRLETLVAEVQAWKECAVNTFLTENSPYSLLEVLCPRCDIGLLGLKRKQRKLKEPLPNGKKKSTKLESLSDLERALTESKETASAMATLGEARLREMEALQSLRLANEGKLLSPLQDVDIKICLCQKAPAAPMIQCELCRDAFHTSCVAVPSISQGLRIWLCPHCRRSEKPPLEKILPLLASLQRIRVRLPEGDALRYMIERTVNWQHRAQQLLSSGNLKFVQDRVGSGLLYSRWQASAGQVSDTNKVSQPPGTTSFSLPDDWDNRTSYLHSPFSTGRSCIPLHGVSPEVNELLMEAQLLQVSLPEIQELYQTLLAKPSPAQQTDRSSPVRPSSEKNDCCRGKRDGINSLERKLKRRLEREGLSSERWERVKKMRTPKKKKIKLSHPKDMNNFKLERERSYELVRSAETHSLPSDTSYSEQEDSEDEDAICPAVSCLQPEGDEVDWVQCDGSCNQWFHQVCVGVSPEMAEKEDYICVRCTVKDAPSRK
#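 qHTS format, multiple compound concentrations. Buffer 50 mM HEPES pH 7.5/0.01% Tween-20; 200 nM KDM5BΔAP final; 10 min compound preincubation; substrate-mix levels 12.5 µM peptide, 25 µM α-KG, 0.25 mM NAD⁺; 30 min RT; ΔRFU.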
# Starred values were filed as active, the others as inactive; ? = inconclusive; & = joins results of further samples; [ ] = remark or other dose. Potency is the fitted concentration of half-maximal effect. Some of the compounds tested (hit frequency here may not be typical).
canonical_smiles	KDM5B inh
CCc1ccc2oc(C(=O)N(Cc3cccs3)C3CCS(=O)(=O)C3)cc(=O)c2c1 (stereo not drawn)	10.1%
COc1ccc2[nH]c(C(=O)N[C@H]3COC[C@H]3Cc3cc(C)no3)c(C)c2c1	22.4µM*
COc1ccc(CNC(=O)CN(c2cccc(Cl)c2Cl)S(=O)(=O)c2ccccc2)cc1	-12.9%
Cc1ccc(CNCc2ccc(-c3cccc(C(=O)O)c3)o2)cc1	?
COc1ccc(OC)c(NC(=O)Cn2c(-c3ccc(F)cc3)nc(C)c(CCO)c2=O)c1	20µM*
Cc1ccc2nc(C(=O)NCc3nncn3CCc3ccccc3)cn2c1	?
CCn1c(C)c(/C=C/c2cc[n+](C)cc2)c2cc(C)ccc21	-24.7%
Cc1cc(NC(=O)NCC(c2ccc(C)o2)N2CCOCC2)no1 (stereo not drawn)	11.5%
Cc1ccc(NC(=O)CSc2nc3ccc(NC(=O)COc4ccc(C)cc4)cc3s2)cc1	-5.3%
COc1cccc(Cn2c(=O)n(Cc3ccco3)c(=O)c3oc4ccccc4c32)c1	-15.2%
O=C(CSc1nc2c(c(=O)[nH]1)CCC2)Nc1cc(C(F)(F)F)ccc1Cl	-2.8%
Cn1c(C(=O)NCCNC(=O)c2ccc(F)cc2)cc2ccccc21	4.8%
Cc1cccc(C)c1OCCCN	9.8%
COC(=O)C1CN(Cc2cn(Cc3ccc(C)cc3)nn2)CCS(=O)(=O)N1Cc1ccc(Cl)cc1 (stereo not drawn)	-26.1%
CCNC(=O)N1CCOc2ccc(CCC(=O)NCCc3ccccc3)cc2C1	19.1%
COCc1ccc(CN2CCC(Oc3ccc(C(=O)NC4CCCC4)cc3Cl)CC2)o1	31.6%[activator]
CCc1nc2c(NS(=O)(=O)c3cccnc3)cccn2n1	-22.1%
COc1cc(Cl)c(C)cc1NC(=O)c1sc2nc3n(c(=O)c2c1C)CCCCC3	8.2%
CCn1ccc(C(=O)N2CCCC2c2cc(C)no2)n1 (stereo not drawn)	43.7%[activator]
Cn1c(=O)c2c(nc(NCc3ccccc3)n2Cc2cccc(F)c2)n(C)c1=O	-10.5%
CCc1ccc(-n2c(SCc3ccccc3F)nc3[nH]ncc3c2=O)cc1	-17.8%
Cc1nn(-c2ccccn2)c(C)c1[C@@H]1C=C[C@@H](NC(=O)CSCC(=O)O)C1	?
COc1cc(NC(=O)c2c(C)oc3ncnc(N4CCCCC4)c23)cc(OC)c1	?
CCOC(=O)c1ccc(N2CCN(C(C)=O)CC2)c(NC(=O)c2ccc(OC)cc2)c1	?
CN(CC(=O)NCc1ccc(F)cc1)CC(=O)Nc1ccc(Cl)c(C(F)(F)F)c1	?
CCCCOc1ccc(C(O)C(CN2CCOCC2)c2ccccc2)cc1 (stereo not drawn)	-0.4%
O=C(c1ccoc1)N1CCc2nn(Cc3ccccc3)c(=O)n2CC1	5.6%
CN[C@@H](CO)C(=O)NCc1nc(-c2cccc(F)c2)c(-c2ccccn2)[nH]1	?
O=[S+]([O-])(Nc1nncs1)c1ccc2c(c1)OCCN(Cc1ccsc1)C2	-14.9%[86.2 µM]
CN(C)Cc1cc(CC2(NCc3ccncc3)COC2)no1	15.8%[86.2 µM]
COc1ccc(C(=O)NCCc2noc(-c3cccnc3)n2)cc1OC	-18.7%
O=C(C1CC1)N1CCN2C(=O)N(Cc3ccc(F)cc3)C[C@H]2C1	11.8%[86.2 µM]
O=C(NC1CCc2n[nH]c(=O)n2CC1)c1ccc(Cn2ccnc2)o1 (stereo not drawn)	49.0%[activator]
Cc1ccccc1-c1nccc2c(=O)cc(-c3ccncc3)oc12	?
Cn1cnnc1C1CCCN(S(=O)(=O)N2CCCCCC2)C1 (stereo not drawn)	6.8%
O=C(/C=C/c1ccc(-c2ccccc2Cl)o1)c1ccccc1	?
Cc1csc(/C(C#N)=C\C2=Cc3cc(Cl)ccc3OC2)n1	32.1%[activator]
COC1C(=O)N(c2cccc(F)c2)C12CCN(S(=O)(=O)c1c(C)nn(C)c1C)CC2 (stereo not drawn)	-18.3%
COc1ccc(-c2c(C)nn3c4c(cnc23)C(=O)CC(c2ccc(C)cc2)C4)cc1 (stereo not drawn)	-31.7%
O=C(NCc1ccccc1)c1c(Cl)nc(Cl)c(Cl)c1Cl	30.9%[activator]

# Quoted at random: 6 compounds from above
canonical_smiles	KDM5B inh
Cc1csc(/C(C#N)=C\C2=Cc3cc(Cl)ccc3OC2)n1	32.1%[activator]
Cc1ccccc1-c1nccc2c(=O)cc(-c3ccncc3)oc12	?
Cn1cnnc1C1CCCN(S(=O)(=O)N2CCCCCC2)C1 (stereo not drawn)	6.8%
COc1ccc(C(=O)NCCc2noc(-c3cccnc3)n2)cc1OC	-18.7%
COc1ccc(-c2c(C)nn3c4c(cnc23)C(=O)CC(c2ccc(C)cc2)C4)cc1 (stereo not drawn)	-31.7%
O=C(NC1CCc2n[nH]c(=O)n2CC1)c1ccc(Cn2ccnc2)o1 (stereo not drawn)	49.0%[activator]

# Further results follow:
canonical_smiles	KDM5B inh
COc1cc(-c2ccnc3nc(CC(C)C)nn23)cc(OC)c1OC	17.8µM*
Cc1nn(C)c(C)c1S(=O)(=O)N(CC(=O)N1CCN(c2ccccc2)CC1)c1ccc(C(C)C)cc1	-8.8%
COc1ccc(Cl)cc1NC(=O)CN(C)S(=O)(=O)c1ccc(Br)s1	-45.0%
FC(F)C(F)(F)Sc1nc2ccccc2[nH]1	-9.1%
NC1=NC(c2cccc(Cl)c2)n2c(nc3ccccc32)N1 (stereo not drawn)	5.4%
Cc1ccc(NC(=O)c2cc(-c3cccnc3)nc3ccccc23)c(O)c1	8.7%
O=C(O)/C(=C\c1ccc(F)cc1)NC(=O)c1ccco1	-10.1%
CCn1c(CC2C(=O)N(C(C)C)c3ccccc32)nc2ccccc2c1=O (stereo not drawn)	-2.1%
CC1(c2noc(C3(C)CCOCC3)n2)CCNCC1	-18.6%
N#Cc1ccc(OCc2cccc3ccccc23)c(Cl)c1	14.2%
O=C1NC(=Nc2cccnc2)S/C1=C\c1cccc(F)c1	20.0%
C=CCNc1nc(-c2ccc(CNC(=O)C(C)(C)C)s2)cs1	?
NC(=O)[C@@H]1CCCN1CC[C@H]1CN(C(=O)Nc2ccccc2)CC[C@H]1CC(=O)O	-16.7%[86.2 µM]
CC(=O)Nc1ccc(NC(=O)C2c3ccccc3C(=O)N(C3CCCC3)C23CCCC3)cc1 (stereo not drawn)	?
COc1ccc(-c2nc(CC3CCNC3)no2)cc1 (stereo not drawn)	-16.0%
Cc1ccc(NC(=O)COC(=O)CCSc2ccc(F)cc2)c(Br)c1	-9.7%
COc1ccc(NC(=O)c2oc3c(c2C)-c2nn(Cc4c(F)cccc4Cl)cc2CC3)c(OC)c1	?
Cc1ccc(NC(=O)C2CCCCC2)cc1Cl	18.8%
O=C(c1cnn2cccnc12)N(Cc1ccncc1)Cc1cccc(OCCc2ccc(F)cc2)c1	?
O=C(O)c1ccccc1C(=O)Nc1ccc(Br)c2cccnc12	?
Cc1cnc(NC(=O)c2sc(Nc3ccccc3)nc2N)o1	29.1%
Cc1cc(Br)cc(C)c1OCC(=O)Nc1ccc(S(=O)(=O)Nc2ncccn2)cc1	?
COc1ccc(NC(=O)c2cnc(Nc3ccc(C)c(Cl)c3)c3ccccc23)c(OC)c1	9.7%&-28.2%
COc1ccc(-c2noc([C@@H]3CCCN3Cc3ccccc3OC)n2)cn1	-28.8%[86.2 µM]
Cc1ccc(-c2nc3n(n2)C(CC(=O)Nc2ccc(C(C)C)cc2)C(=O)N3)cc1 (stereo not drawn)	9.4%
O=[S+]([O-])(Nc1cccnc1)c1ccc2c(c1)OCCN(Cc1cncc(F)c1)C2	-11.6%[86.2 µM]
CCOc1ccc(S(=O)(=O)Nc2ccc(C)cc2)cc1-c1nc2c(C(C)(C)C)nn(C)c2c(=O)[nH]1	1.8%
COc1cc(OC)cc(C(=O)N2CCC(c3n[nH]c(=O)n3Cc3ccc(F)cc3)CC2)c1	12.6%
CCn1c(=O)n(CC)c2cc(N3CCCC3)c(NC(=O)Nc3cccc(SC)c3)cc21	19.4%
CC(Oc1ccc(F)cc1)C(=O)Nc1ccc(-c2nc3ccccc3o2)cc1 (stereo not drawn)	?
CCOc1ccccc1Oc1c(C)oc2cc(OC(=O)C(C)C)ccc2c1=O	-26.3%
CCN(CC)S(=O)(=O)c1ccc(NS(=O)(=O)c2ccc(C)cc2)cc1	-15.3%
COc1ccc(-c2nc(CSc3nc(C)c(C)c(=O)[nH]3)c(C)o2)c(OC)c1	14.7%
Cc1cccc(NC(=O)NC2COc3ccccc3C2)c1C (stereo not drawn)	-2.4%
O=S1(=O)c2ccc(Br)cc2OC[C@@H](c2ccccc2)N1Cc1cn(Cc2ccccc2)nn1	25.7%
Cc1cccc(C(=O)N2CCC(N3CCN(Cc4ccc(F)cc4)C(=O)C3=O)CC2)c1	-3.3%
CC(=O)Nc1ccc(NC(=O)C2(c3cccs3)CCOCC2)cc1	-1.4%
Cc1ccc(Cl)cc1N1CCN(CCNC(=O)Nc2ccccc2Cl)CC1	-1.0%
O=C(CCC1CCCN(Cc2cnc(-c3ccccc3)s2)C1)Nc1ccccc1F (stereo not drawn)	?
Cc1ccc(-n2nc3n(c2=O)CCN([S+](=O)([O-])c2c(C)noc2C)C3)cc1	-16.3%
CCOC(=O)C1CCCN(C(=O)C2CCN(c3nnc(C)c4c(C)n(-c5ccccc5)nc34)CC2)C1 (stereo not drawn)	?
COc1ccc(-c2cc(C)no2)cc1S(=O)(=O)N1CCc2ccccc21	-33.2%
CN(C)CCN(CC1CCCCC1)C(=O)Nc1ccc(Cl)cc1	-16.8%
COc1ccc(C(=O)NCc2coc(-c3cccs3)n2)c(F)c1	74.1%[activator]
O=C1Cc2c(-c3ccc(Oc4ccccc4)cc3)n[nH]c2CN1CCc1ccncc1	-6.4%[86.2 µM]
COC(=O)Cc1c(C)c2ccc3c(c2oc1=O)CN(Cc1ccccc1Cl)CO3	?
O=C(NCCN1CCC(Cc2ccccc2)CC1)C1CCN(c2nc3cccnc3s2)CC1	-4.2%
CC(=O)Nc1ccc(N2C(=O)C(=O)/C(=C(/O)c3ccc(Cl)cc3)C2c2ccc(Cl)cc2)cc1 (stereo not drawn)	-27.2%
COc1ccc(NC(=O)O[C@@H]2CO[C@H]3[C@@H]2OC[C@@H]3Nc2nccc(-c3cccc(F)c3)n2)cc1	?
Cc1ccccc1NC(=O)c1cc(C2CC2)nc2ccccc12	9.2%

# Following part
canonical_smiles	KDM5B inh
CCOc1ccc(-c2nc(C#N)c(N3CCN(C)CC3)o2)cc1	?
COc1ccc(OCCN(C)C(=O)c2cccc3c(=O)c(C)c(-c4ccccc4)oc23)cc1	16.6%
CCn1cc(-c2ccc(Cl)cc2)cc1C(=O)NCC1CCCO1 (stereo not drawn)	-0.8%
COc1cc(/C=C/C(=O)OCc2csc(CC(=O)Nc3ccc(C)cc3)n2)ccc1OCC#N	?
CN(C)c1cccc(C(=O)N2CCC(n3cc(-c4nc(C5CC5)no4)nn3)C2)c1 (stereo not drawn)	-6.2%
COc1ccc(NC(=O)c2ccc3c(c2)C(O)CCCCCN3C)cn1 (stereo not drawn)	?
CN=C(C)/C(C(=O)OC)=C(/O)c1c(F)cccc1F	18.8%
CC(=O)N1C[C@@H]2CCCN3CCC[C@@H]([C@H]23)[C@H]1CCCC(=O)NCCC(C)C	?
O=c1cc(-c2ccccn2)oc2c(-c3ccc(CO)cc3)nccc12	28.2µM*
O=C(c1ccc(F)cc1)N1CCCC(c2noc(COc3ccccc3)n2)C1 (stereo not drawn)	18.0%
CC(C)c1noc(-c2cccn3c(CNC(=O)Cc4ccc(F)cc4)nnc23)n1	14.1µM*
C#CCOc1ccc(C2C(C(=O)OC)=C(C)NC3=C2C(=O)c2ccccc23)cc1OCC (stereo not drawn)	?
CCOc1ccc(NC(=O)CN2C(=O)C3(SCC(=O)N3c3ccc(F)cc3)c3ccccc32)cc1 (stereo not drawn)	-0.6%
CCCc1cc(NC(=O)COC(=O)c2ccc(O)cc2O)n(-c2ccccc2)n1	23.8%
CC(=O)c1ccc(NC(=S)N2CCN(S(=O)(=O)c3ccc(F)cc3)CC2)cc1	-5.2%
CC(C)(C)NC(=O)NCC(=O)N1CCc2ccccc21	6.5%
CCOc1ccc(NC(=O)CCc2nc(-c3ccc(C)n(C(C)C)c3=O)no2)cc1	40.3%[activator]
Cc1ccc(CNC(=O)CCCN2C(=O)CCn3nc(-c4cn(C)c5ccccc45)cc32)cc1	-8.8%
c1nc(N2CCOCC2)c2c3c(sc2n1)CN(CC1CCCCC1)CC3	?
COc1ccc(S(=O)(=O)N2CCCC(Cn3cnc4cccnc43)C2)cc1 (stereo not drawn)	7.4%
c1cnc2c(c1)ncn2C1CCCCC1	-7.9%[115 µM]
CS(=O)(=O)NCCc1ccc(C(=O)O)cc1	29.3%
O=C(O)CN1C(=O)/C(=C\c2cc(Br)ccc2OCc2ccccc2F)SC1=S	?
Cc1cccn2c(CN(C)CCc3cnn(C)c3)c(C(=O)N(C)CCc3ccccc3)nc12	?
CN1CCN(S(=O)(=O)C2CCS(=O)(=O)C2)CC1 (stereo not drawn)	-4.1%

# In a second layout: entries from further up.
KDM5B inh	compound
?	Cc1cccn2c(CN(C)CCc3cnn(C)c3)c(C(=O)N(C)CCc3ccccc3)nc12
-4.1%	CN1CCN(S(=O)(=O)C2CCS(=O)(=O)C2)CC1 (stereo not drawn)
